IDH1 mut inh = inhibitors of IDH1 R132H reductase, primary screen, biochemical, plate reader, single point; Isocitrate dehydrogenase [NADP] cytoplasmic (Homo sapiens), O75874; diaphorase/resazurin fluorescence, 60 min; inhibition, % at 10 µM; 70,000 tested, 0.18% active; in the data active means inhibition above about 34%;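 further: 0% = DMSO and 100% = no enzyme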
Target sequence (O75874 whole entry R132H): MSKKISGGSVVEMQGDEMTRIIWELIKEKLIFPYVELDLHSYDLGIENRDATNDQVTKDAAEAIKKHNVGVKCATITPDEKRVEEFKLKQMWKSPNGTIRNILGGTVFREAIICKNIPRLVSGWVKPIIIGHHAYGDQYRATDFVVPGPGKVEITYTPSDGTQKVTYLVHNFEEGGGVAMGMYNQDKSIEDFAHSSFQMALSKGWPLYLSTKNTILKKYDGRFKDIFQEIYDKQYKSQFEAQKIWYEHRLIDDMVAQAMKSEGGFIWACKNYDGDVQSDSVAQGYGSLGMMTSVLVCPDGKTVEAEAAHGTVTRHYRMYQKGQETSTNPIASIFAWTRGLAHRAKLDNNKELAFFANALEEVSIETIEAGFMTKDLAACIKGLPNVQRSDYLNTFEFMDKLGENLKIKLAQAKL
EZH2 inh = EZH2/PRC2 methyltransferase inhibitors, primary screen, biochemical, DELFIA time-resolved fluorescence, single point. Histone-lysine N-methyltransferase EZH2 (Homo sapiens), Q15910. PRC2 H3K27 methylation, DELFIA TRF, 1 h. inhibition, % at 12.5 µM. 57,000 tested, 0.35% active. AID 651548, 2012;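 active means mean inhibition of replicates at least 50% and every single replicate also reaching 50%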;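 further: dimethyl H3K27 on biotinylated H3 21-44 peptide detected by antibody; plate controls were median neutral control wells for no effect and median positive control wells for full effect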
Starred values were filed as active, the others as inactive; x = no result given. Only part of the results is shown; count on the stated rates, not on these rows.

SMILES	IDH1 mut inh	EZH2 inh
CCC(=O)N(C)C[C@@H]1Oc2cc(-c3cccc(OC)c3)ccc2S(=O)(=O)N([C@H](C)CO)C[C@H]1C	-4.2	-3.1
CNC[C@H]1Oc2ccc(NC(=O)Nc3ccccc3)cc2C(=O)N([C@H](C)CO)C[C@@H]1C	x	0.0
CC(C)(C)c1ccc(S(=O)(=O)N2CCC(O)(c3ccc(Cl)cc3)CC2)cc1	0.8	-140.2
C[C@@H]1CN([C@H](C)CO)C(=O)Cc2cc(NC(=O)Cc3ccccc3)ccc2O[C@H]1CN(C)Cc1ccc2c(c1)OCO2	0.5	0.1
COc1c(O[C@@H]2O[C@H](C(=O)O)[C@@H](O)[C@H](O)[C@H]2O)cc2oc(-c3ccc(O)cc3)cc(=O)c2c1O	-0.8	48.5
C[C@@H]1CN([C@@H](C)CO)C(=O)Cc2cc(NS(=O)(=O)c3ccccc3)ccc2O[C@@H]1CN(C)S(=O)(=O)c1ccc(F)cc1	1.2	x
O=C(C[C@H]1C=C[C@H](NC(=O)Nc2ccc3c(c2)OCO3)[C@H](CO)O1)NCc1ccc2c(c1)OCO2	0.1	0.0
C[C@@H]1CN([C@@H](C)CO)S(=O)(=O)c2ccc(-c3ccccc3)cc2O[C@H]1CN(C)CC1CCCC1	-1.1	39.0
C[C@H](CO)N1C[C@H](C)[C@H](CN(C)S(C)(=O)=O)Oc2ccc(NS(=O)(=O)c3cn(C)cn3)cc2CC1=O	-2.8	x
C[C@H]1CN([C@@H](C)CO)C(=O)CCCn2cc(nn2)CO[C@@H]1CN(C)S(=O)(=O)c1cn(C)cn1	-1.0	x
C[C@@H]1CN([C@H](C)CO)C(=O)CCCn2cc(nn2)CO[C@@H]1CN(C)C	0.5	3.5
O=C(C[C@H]1CC[C@H](NC(=O)Nc2cc(F)ccc2F)[C@H](CO)O1)NCc1ccncn1	0.3	7.7
COc1ccc(NC(=O)Nc2ccc3c(c2)C(=O)N([C@@H](C)CO)C[C@H](C)[C@@H](CN(C)C(=O)Nc2cccc4ccccc24)O3)cc1	0.2	x
Cc1nnc(SCC(=O)Nc2ccc(Oc3ccccc3)cc2)[nH]c1=O	4.9	8.7
Cc1noc(C)c1NC(=O)Nc1ccc2c(c1)CC(=O)N([C@H](C)CO)C[C@@H](C)[C@@H](CN(C)C(=O)Nc1ccc3c(c1)OCO3)O2	0.1	x
O=C(NCCO)C1=C[C@H](Oc2ccccc2I)[C@@H](O)[C@H](N(Cc2ccco2)C(=O)Cc2ccccc2)C1	x	0.0
COc1ccc(NC(=O)Nc2ccc3c(c2)C(=O)N([C@@H](C)CO)C[C@H](C)[C@@H](CN(C)Cc2ccc(C(=O)O)cc2)OCCCC[C@@H](C)O3)cc1	-0.5	x
C[C@H]1CCCCO[C@@H](CN(C)C(=O)C2CCCCC2)[C@@H](C)CN([C@@H](C)CO)C(=O)c2cc(NS(C)(=O)=O)ccc2O1	3.3	11.0
C[C@H](CO)N1C[C@H](C)[C@H](CN(C)Cc2ccccc2)OCCCC[C@H](C)Oc2ccc(N(C)C)cc2C1=O	-0.5	-2.0
CO[C@@H]1CN(C)C(=O)c2ccc(NS(C)(=O)=O)cc2OC[C@@H](C)N(CC2CCOCC2)C[C@H]1C	0.3	-2.8
C[C@@H]1CN([C@@H](C)CO)C(=O)c2cc(NS(=O)(=O)c3cccs3)ccc2O[C@@H](C)CCCCO[C@H]1CN(C)CC1CCCCC1	2.8	x
[N-]=[N+]=NCc1ccccc1C[C@]1(C(=O)NCC(O)CO)N=C(c2ccc(OCCCO)cc2)O[C@H]1c1ccccc1 (stereo partly drawn)	x	-3.0
O=C(Nc1ccc2c(c1)[C@@H]1C[C@@H](CC(=O)N3CCCCC3)O[C@H](CO)[C@@H]1O2)Nc1ccccc1F	-0.1	10.5
COc1ccc(NC(=O)CSc2nnc(-c3ccc(Br)cc3)n2C)cc1	0.1	5.4
COc1ccc(OC)c(-n2c(CN3CCC(C(N)=O)CC3)nc3ccccc3c2=O)c1	0.1	-15.8
Cc1ccc(S(=O)(=O)N2CCN(CC(O)COc3ccc4ccccc4c3)CC2)cc1 (stereo not drawn)	-0.3	33.7
CC(C)(C)c1csc(-c2sccc2CS(=O)(=O)c2ccc(Cl)cc2)n1	0.9	30.6
C[C@H]1CN([C@@H](C)CO)S(=O)(=O)c2ccc(C3=CCCCC3)cc2O[C@@H]1CN(C)C(=O)C1CCC1	-1.3	-1.0
CCCC#Cc1ccc2c(c1)O[C@H](CN(C)C(=O)c1cccnc1)[C@@H](C)CN([C@H](C)CO)S2(=O)=O	0.1	-23.5
Cc1ccc(S(=O)(=O)N(C)C[C@H]2Oc3ccc(NC(=O)Cn4cnnn4)cc3C(=O)N([C@H](C)CO)C[C@@H]2C)cc1	-7.6	x
O=C(C[C@@H]1C[C@H]2c3cc(NS(=O)(=O)c4ccc(F)cc4)ccc3O[C@H]2[C@@H](CO)O1)N1CCc2ccccc2C1	0.1	-4.3
C[C@@H]1CN([C@H](C)CO)C(=O)c2cc(NC(=O)Nc3ccc(C(F)(F)F)cc3)ccc2O[C@@H]1CN(C)S(=O)(=O)c1ccc(F)cc1	0.1	x
C[C@H](NC(=O)C[C@@H]1C=C[C@H](NC(=O)C2CCC2)[C@H](CO)O1)c1ccccc1	0.1	2.3
COc1ccc(-c2cn(CC[C@H]3CC[C@H](NS(=O)(=O)c4ccccc4C)[C@H](CO)O3)nn2)cc1	0.3	4.1
CN(C)C(=O)C[C@@H]1C[C@H]2c3cc(NC(=O)Nc4ccc(F)cc4)ccc3O[C@H]2[C@@H](CO)O1	0.1	-0.3
C[C@@H]1CCCCO[C@H](CN(C)C(=O)Nc2ccc3c(c2)OCO3)[C@@H](C)CN([C@@H](C)CO)C(=O)c2cc(NS(C)(=O)=O)ccc2O1	4.4	x
COc1ccc(NC(=O)N(C)C[C@H]2Oc3ccc(NC(=O)CCN4CCOCC4)cc3C(=O)N([C@H](C)CO)C[C@H]2C)cc1	0.0	-0.3
CCCNC(=O)Nc1ccc2c(c1)C(=O)N(C)C[C@@H](OC)[C@@H](C)CN(CCC)[C@H](C)CO2	0.0	3.3
CCCC(=O)Nc1ccc2c(c1)C(=O)N(C)C[C@H](OC)[C@@H](C)CN(CCC(F)(F)F)[C@H](C)CO2	x	-20.0
CC(C)CC#Cc1ccc2c(c1)O[C@@H](CN(C)C(=O)c1ccccc1F)[C@H](C)CN([C@H](C)CO)S2(=O)=O	7.0	-7.2
C[C@H]1CN([C@@H](C)CO)C(=O)c2cccc(NC(=O)c3cnccn3)c2O[C@@H]1CN(C)S(=O)(=O)c1cn(C)cn1	2.2	x
COc1ccc(S(=O)(=O)Nc2ccc3c(c2)C(=O)N([C@H](C)CO)C[C@H](C)[C@@H](CN(C)S(=O)(=O)c2cn(C)cn2)O3)cc1	-0.6	x
COc1ccc(CN(C)C[C@H]2Oc3ccc(NS(=O)(=O)c4c(C)noc4C)cc3CC(=O)N([C@H](C)CO)C[C@@H]2C)cc1	2.6	x
CO[C@H]1CN(C)C(=O)c2cc(NC(C)=O)ccc2OC[C@@H](C)N(Cc2ccccc2C(=O)O)C[C@H]1C	-0.2	-4.0
CCC(=O)N(C)C[C@H]1Oc2cc(-c3ccc(C#N)cc3)ccc2S(=O)(=O)N([C@@H](C)CO)C[C@H]1C	-1.1	7.5
C[C@@H]1CN([C@@H](C)CO)C(=O)c2cc(C#CCc3ccccc3)cnc2O[C@@H]1CN(C)C(=O)Cc1cccnc1	x	-10.1
C[C@H](CO)N1C[C@H](C)[C@@H](CN(C)Cc2ccc3c(c2)OCO3)Oc2c(NC(=O)C3CC3)cccc2C1=O	0.3	x
C[C@H]1CCCCO[C@H](CN(C)C(=O)c2ccncc2)[C@@H](C)CN([C@@H](C)CO)C(=O)c2cc(NS(C)(=O)=O)ccc2O1	3.1	x
C[C@H]1CN([C@@H](C)CO)C(=O)c2cc(-c3cccc(F)c3)cnc2O[C@H]1CN(C)Cc1ccccn1	-0.1	-7.9
CCn1c(SCC(=O)c2ccccc2)nnc1-c1ccco1	-0.5	-1.4
Cc1noc(C)c1NC(=O)Nc1ccc2c(c1)C(=O)N([C@H](C)CO)C[C@@H](C)[C@H](CN(C)Cc1ccc(C(=O)O)cc1)O2	0.8	x
CCOC(=O)c1c(C)noc1-c1csc(Nc2c(C)cc(C)cc2C)n1	1.4	6.0
CCCNC(=O)Nc1ccc2c(c1)C(=O)N(C)C[C@@H](OC)[C@H](C)CN(C(=O)C1CCCCC1)[C@@H](C)CO2	0.3	12.2
O=C(NCC[C@H]1CC[C@@H](NC(=O)C2CC2)[C@H](CO)O1)c1cc(Cl)cc(Cl)c1	0.1	-3.1
C[C@@H]1CN([C@@H](C)CO)C(=O)c2cccc(NC(=O)c3cnccn3)c2O[C@H]1CN(C)C	2.1	x
C[C@@H]1CN([C@H](C)CO)S(=O)(=O)c2ccc(-c3cncnc3)cc2O[C@H]1CN(C)C(=O)CC1CC1	0.8	-10.0
C[C@@H]1CCCCO[C@H](CN(C)Cc2ccccc2)[C@H](C)CN([C@H](C)CO)C(=O)c2cc(NS(C)(=O)=O)ccc2O1	1.1	-15.9
COC(=O)c1ccc(NC(=O)C(C)N2c3cccc4cccc(c34)S2(=O)=O)cc1 (stereo not drawn)	-0.3	8.6
O=C(Nc1ccc2c(c1)[C@H]1C[C@H](CC(=O)N3CCOCC3)O[C@@H](CO)[C@H]1O2)c1ccc2c(c1)OCO2	-0.4	25.6
CC(=O)Nc1ccc(OCC(O)Cn2nc(C)cc2C)cc1 (stereo not drawn)	-0.7	-10.8
Additional entries
SMILES	IDH1 mut inh	EZH2 inh
CC(C)C#Cc1ccc2c(c1)O[C@H](CN(C)C(=O)NC(C)C)[C@H](C)CN([C@H](C)CO)S2(=O)=O	0.2	x
CO[C@@H]1CN(C)C(=O)c2ccc(NS(=O)(=O)c3ccccc3)cc2OC[C@@H](C)N(Cc2cccnc2)C[C@@H]1C	0.1	5.3
CCC(=O)N(C)C[C@H]1Oc2ncc(C#Cc3cccnc3)cc2C(=O)N([C@@H](C)CO)C[C@H]1C	0.0	x
O=C(C[C@@H]1C[C@@H]2c3cc(NS(=O)(=O)c4ccc(F)cc4)ccc3O[C@@H]2[C@H](CO)O1)NCc1cccc(F)c1	0.0	-15.9
COc1ccc([Si](C)(C)[C@H]2[C@H](CCO)O[C@@]3(C(=O)N(Cc4ccc(N5CCOC5=O)cc4)c4ccccc43)[C@@H]2C)cc1	0.2	18.3
CC(C)NC(=O)N(C)C[C@H]1OCCCC[C@H](C)Oc2ccc(NC(=O)Nc3cccc4ccccc34)cc2C(=O)N([C@H](C)CO)C[C@@H]1C	-2.0	x
CO[C@H]1CN(C)C(=O)c2ccc(NC(C)=O)cc2OC[C@H](C)N(Cc2ccncc2)C[C@H]1C	0.1	3.8
C[C@@H]1CN([C@@H](C)CO)C(=O)c2c(c3ccccc3n2C)-c2ccccc2CO[C@@H]1CN(C)S(=O)(=O)c1ccsc1	3.0	-13.0
C[C@@H]1CN([C@H](C)CO)C(=O)c2cc(Br)cnc2O[C@@H]1CN(C)Cc1ccc(F)cc1	1.0	7.4
O=C(NCC[C@H]1CC[C@@H](NC(=O)C2CCC2)[C@H](CO)O1)c1cc(Cl)cc(Cl)c1	0.0	-5.8
C[C@@H]1CN([C@H](C)CO)C(=O)c2cccc(NC(=O)Nc3ccc4c(c3)OCO4)c2O[C@H]1CN(C)Cc1ccc2c(c1)OCO2	x	-13.5
O=C(COc1ccccc1[N+](=O)[O-])Nc1ccc(-c2nc3cc(Cl)ccc3o2)cc1	0.3	-18.3
C[C@H]1CN([C@@H](C)CO)C(=O)c2cc(NC(=O)Nc3ccc(C(F)(F)F)cc3)ccc2O[C@@H]1CN(C)CC1CCCCC1	0.2	x
CO[C@@H]1CN(C)C(=O)c2cc(NC(C)=O)ccc2OC[C@H](C)N(Cc2cncnc2)C[C@@H]1C	0.4	2.2
O=C(CC1CC1)N[C@H]1CC[C@H](CCNS(=O)(=O)c2ccc(F)cc2)O[C@H]1CO	0.1	16.1
Cc1ccccc1-c1ccc2c(c1)O[C@@H](CN(C)C(=O)c1ccccn1)[C@@H](C)CN([C@H](C)CO)S2(=O)=O	0.0	4.5
Cc1noc(C)c1S(=O)(=O)Nc1cccc2c1O[C@H](CN(C)Cc1ccc3c(c1)OCO3)[C@H](C)CN([C@H](C)CO)C2=O	1.4	x
O=C(C[C@H]1C=C[C@H](NC(=O)Nc2cccc(F)c2)[C@H](CO)O1)NCC1CC1	0.5	7.3
C[C@H](CO)N1C[C@H](C)[C@H](CN(C)S(=O)(=O)CC(F)(F)F)OCc2ccccc2-c2ccccc2C1=O	-2.9	7.8

4 of the compounds above, with each value named.
O=C(C[C@H]1C=C[C@H](NC(=O)Nc2ccc3c(c2)OCO3)[C@H](CO)O1)NCc1ccc2c(c1)OCO2
  IDH1 mut inh: 0.1	EZH2 inh: 0.0

C[C@@H]1CN([C@@H](C)CO)S(=O)(=O)c2ccc(-c3ccccc3)cc2O[C@H]1CN(C)CC1CCCC1
  IDH1 mut inh: -1.1	EZH2 inh: 39.0

C[C@H](CO)N1C[C@H](C)[C@H](CN(C)S(C)(=O)=O)Oc2ccc(NS(=O)(=O)c3cn(C)cn3)cc2CC1=O
  IDH1 mut inh: -2.8	EZH2 inh: x

C[C@H]1CN([C@@H](C)CO)C(=O)CCCn2cc(nn2)CO[C@@H]1CN(C)S(=O)(=O)c1cn(C)cn1
  IDH1 mut inh: -1.0	EZH2 inh: x

Screening data deposited in PubChem BioAssay by Broad Institute.
